PrPC surface inh – reduces human prion protein on the cell surface; cell surface PrPC, TR-FRET read-out; 370,000 compounds, 0.43% hits; inhibition, % at 13.8 µM; AID 720596; in the data active means inhibition above about 24%; further: 0% = median of the test wells and 100% = reference compound wells
GDH-TPI counter – GDH-TPI coupled enzyme inhibition counter-screen; GDH-TPI coupled enzyme counterscreen, NADH absorbance; inhibition, % at 4.8 µM; 360,000 compounds, 1.2% hits; AID 588335; in the data active means inhibition above about 30%;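 further: 0% = DMSO wells and 100% = wells lacking the enzyme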
MazEF act – increases E. coli MazEF RNase cleavage of RNA | P0AE70 | FAM/BHQ RNA-DNA oligo cleavage fluorescence, 5 h | activation, % at 20 µM | 350,000 compounds, 0.32% hits | AID 504720; in the data active means activation above about 50%
Target sequence (P0AE70 whole entry, looked up): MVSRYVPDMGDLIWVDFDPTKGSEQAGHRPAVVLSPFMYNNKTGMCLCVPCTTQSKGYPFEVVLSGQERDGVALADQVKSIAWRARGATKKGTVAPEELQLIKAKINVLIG
Rv3671c inh – inhibits the M. tuberculosis serine protease Rv3671c | P9WHR9 | 320,000 compounds, 0.048% hits | AID 2606 | inhibition, % at 5.96 µM; in the data active means inhibition above about 38%;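 further: extracellular domain of Rv3671c used as enzyme; 0% = enzyme with DMSO and 100% = no enzyme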
BioA inh – BioA (M. tuberculosis) enzyme inhibition. purified M. tuberculosis BioA enzyme, plate reader. inhibition, % at 9.99 µM. 360,000 compounds, 0.096% hits; in the data active means inhibition above about 40%; inconclusive means no clear call, values can overlap the other calls
Mtb UGM inh – blocks M. tuberculosis UGM enzyme; inhibition, % at 10 µM; 320,000 compounds, 0.06% hits; purified UGM, fluorescence polarization probe displacement; in the data active means inhibition above about 10%, passing the limit was not always enough; inconclusive means no clear call, values can overlap the other calls
Target sequence (P9WIQ1 whole entry, looked up): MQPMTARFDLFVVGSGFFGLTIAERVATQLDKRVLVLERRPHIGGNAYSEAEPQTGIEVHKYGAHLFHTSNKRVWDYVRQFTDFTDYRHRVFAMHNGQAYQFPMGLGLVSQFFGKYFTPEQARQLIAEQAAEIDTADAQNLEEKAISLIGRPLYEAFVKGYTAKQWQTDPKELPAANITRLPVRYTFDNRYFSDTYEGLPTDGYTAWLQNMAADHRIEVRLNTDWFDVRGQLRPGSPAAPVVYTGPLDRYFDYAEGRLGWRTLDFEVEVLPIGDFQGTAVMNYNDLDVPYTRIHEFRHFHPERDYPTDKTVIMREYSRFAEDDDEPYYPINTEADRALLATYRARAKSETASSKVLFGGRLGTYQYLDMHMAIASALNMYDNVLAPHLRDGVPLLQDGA
BoNT F protease – BoNT F light chain protease inhibition. Multiplex microsphere protease cleavage assay, flow cytometry. inhibition, % at 10 µM. 360,000 compounds, 0.22% hits. AID 588497; in the data active means inhibition above about 35%, passing the limit was not always enough; inconclusive means no clear call, values can overlap the other calls; further: plate controls were buffer without enzyme for full effect and enzyme alone for no effect
Mtb FBA inh – inhibitors of M. tuberculosis fructose-bisphosphate aldolase; 360,000 compounds, 2.3% hits; AID 588726; inhibition, % at 1 µM; P9WQA3; purified M. tuberculosis FBA, fluorescence read-out; in the data active means inhibition above about 27%;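 further: 0% = vehicle and 100% = reference inhibitor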
Target sequence (P9WQA3 whole entry, looked up): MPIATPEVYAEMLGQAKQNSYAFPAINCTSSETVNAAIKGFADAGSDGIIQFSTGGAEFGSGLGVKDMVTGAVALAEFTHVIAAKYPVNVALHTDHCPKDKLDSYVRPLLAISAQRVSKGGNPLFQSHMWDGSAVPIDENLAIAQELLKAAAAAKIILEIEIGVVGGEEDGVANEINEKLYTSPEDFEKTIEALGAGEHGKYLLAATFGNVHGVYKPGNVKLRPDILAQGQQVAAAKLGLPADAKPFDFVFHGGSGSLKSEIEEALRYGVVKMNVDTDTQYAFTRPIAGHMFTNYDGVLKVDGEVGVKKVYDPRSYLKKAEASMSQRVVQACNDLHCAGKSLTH
FadD28 FP inh – blocks FadD28 binding to the bisubstrate probe; fluorescence polarization; inhibition, % at 12.5 µM; 360,000 compounds, 0.22% hits; AID 588549; in the data active means inhibition above about 8.5%, passing the limit was not always enough; inconclusive means no clear call, values can overlap the other calls
An asterisk follows results filed as active; ? = inconclusive; · = not tested or not shown; & = joins results of further samples.

Below each SMILES: PrPC surface inh	GDH-TPI counter	MazEF act	Rv3671c inh	BioA inh	Mtb UGM inh	BoNT F protease	Mtb FBA inh	FadD28 FP inh
COc1ccccc1C(=O)Nc1c[nH]c(=O)[nH]c1=O
 : -3	0	5	·	-1.3	0.5	?	-4	-3.3
Cc1cc(-n2c(SCc3ccccc3F)nc3n[nH]c(C)c3c2=N)ccc1Cl
 : 5	13	-5	-40	2.2	-0.7	-6	0	-2.7
COc1ccccc1N(C(=O)CNC(=O)c1ccco1)C(C(=O)NC1CCCCC1)c1ccncc1 (stereo not given)
 : -7	-9	2	3	3.8	2.1	3	-2	-1.5
CCOc1ccc(-c2cccc(NC(=O)COc3ccc(Cl)cc3)c2)nn1
 : ·	13	2	-1	-1.1	0.6	-4	1	-0.2
C/C(=N\N(Cc1ccccc1)c1ccccc1)c1ccncc1
 : -2	1	-1	8	·	1.8	-7	0	0.6
COc1ccc(OC)c(NC(=O)CN2CCc3ccccc3C2)c1
 : 3	-9	-3	4	2.3	3.3	-1	-1	-1.6
COc1ccc(C(=O)N2CCN(C(=O)c3ccco3)CC2)cc1OC
 : -3	3	1	-9	-0.8	-1.8	5	1	-5.0
Cc1ccc(OCc2nnc(N)s2)cc1C
 : 8	4	0	6	-2.7	0.7	-9	1	-2.8
CCC(C)(C)NC(=O)C(c1ccc(OC)cc1)N(C(=O)CCC(=O)Nc1cc(C)on1)c1cccc(OC)c1 (stereo not given)
 : 2	-1	4	-5	0.6	-0.1	5	-2	1.2
OCC1(CCOc2ccccc2)CCN(Cc2cccn2-c2ncccn2)CC1
 : -8	-8	17	-2	·	1.7	-5	0	-2.1
O=C(Nc1ccccc1)Nc1cccc(C(F)(F)F)c1
 : 8	-5	10	-15	-0.6	-4.4	1	-1	-0.5
CCOc1ccc(OCCC(=O)OCC(=O)NCCc2ccc(S(N)(=O)=O)cc2)cc1
 : 2	6	-2	1	-1.2	-1.8	4	2	-1.1
COc1ccc(CN2CCNC(=O)C2CC(=O)NCCSc2nccn2C)cc1OC (stereo not given)
 : -11	5	4	-12	·	-2.8	4	-5	-3.7
Cc1cc(=O)oc2cc(OCc3cc4c(cc3Cl)OCO4)ccc12
 : 6	2	4	2	-0.2	-0.4	-4	1	-0.9
CN(C)c1ccc(N2C(=O)CC(Nc3ccc(N4CCOCC4)cc3)C2=O)cc1 (stereo not given)
 : -3	12	0	-1	0.4	0.3	-28	3	-0.7
Cc1cc(NS(=O)(=O)c2ccc(NS(=O)(=O)c3ccc(Br)cc3)cc2)no1
 : 7	-2	11	2	0.2	4.9	-4	-2	-3.0
CCCCOc1ccc(C(=O)Nn2c(-c3cccs3)nc3ccccc3c2=O)cc1
 : -1	10	-1	-6	·	0.6	2	8	0.4
CC(C)C[C@H](NC(=O)c1[nH]cnc1C(=O)Nc1ccc(Cl)cc1)C(=O)OC(C)(C)C
 : -6	9	-3	-26	-0.4	-0.8	-7	1	-0.5
CN(C(=O)COC(=O)CCCc1c[nH]c2ccccc12)c1c(N)n(Cc2ccccc2)c(=O)[nH]c1=O
 : 8	0	4	3	-2.7	-0.8	-3	0	-0.1
Cc1ccccc1OCC(=O)Nc1cccc(N(C)S(C)(=O)=O)c1
 : 6	5	-3	-8	0.2	-1.1	-11	3	-0.6
CC(C)c1cc(C(=O)OCC(=O)NC2CC2)c(O)c(C(C)C)c1
 : -1	11	-15	·	0.7	·	-6	2	-1.5
CCOC(=O)C1=CN(Cc2cccc(-c3cccnc3)c2)S(=O)(=O)N(C)C1C (stereo not given)
 : -1	-10	3	·	1.2	·	-5	-1	-4.5
CCC(CC)C(=O)N(C)c1c(C)nc2c(OCc3ccc(Cl)cc3Cl)cccn12
 : 22	12	·	·	-1.6	·	-4	4	-0.6
Cc1[nH]nc2c1C(c1ccco1)C(C#N)=C(N)O2 (stereo not given)
 : -4	11	3	6	-1.0	0.0	-6	-2	-2.8
CC(=O)c1ccc(N2C(=O)[C@@H]3C(CCC(N)=O)NC4(C(=O)Nc5c4ccc(Cl)c5C)[C@@H]3C2=O)cc1 (stereo not given in full)
 : -3	5	9	-5	3.3	0.2	-7	-11	-3.4
COc1cccc(-c2noc(C(C)n3nc(C)c([N+](=O)[O-])c3C)n2)c1 (stereo not given)
 : 12	2	-2	-9	-1.5	-0.9	-6	-1	-1.0
CCN1CCN(c2cc(C(C)C)nc3c(-c4ccccc4)c(C)nn23)CC1
 : -6	-8	12	4	-0.9	2.0	-10	0	-4.8
CCCc1nnc(NC(=O)Nc2ccc(OC)cc2)s1
 : 7	26	3	6	·	-1.0	-3	4	0.6
Cc1cccc(C)c1NC(=O)C1(N2C(=O)CC2c2ccccc2)CCCCC1 (stereo not given)
 : 10	10	-4	4	·	-1.4	-9	-5	-1.7
CC(=O)c1c(C)[nH]c(C(=O)CSc2nnc(-c3ccco3)n2Cc2ccccc2)c1C
 : 7	9	-11	-2	37	0.3	1	0	-4.1
COc1ccc(C(=O)O)cc1S(=O)(=O)Nc1ccc2cn[nH]c2c1
 : -2	2	-14	1	-1.2	2.0	3	-1	-2.5
O=C(N/N=C/c1ccc(Br)cc1)c1ccc(Br)o1
 : 11	14	-2	-2	·	4.4	-3	-5	-2.3
CCCOc1ccc(/C(O)=C2\C(=O)C(=O)N(c3ccccn3)C2c2ccccc2F)cc1C (stereo not given)
 : 44*	6	9	-6	-4.0	1.4	26	2	-0.5
O=C(NC12CC3CC(CC(C3)C1)C2)N1CCN(c2ncccn2)CC1
 : -1	4	-2	-6	·	-3.8	1	1	-1.6
COc1ccc(NC(=O)C(CCSC)NC(N)=O)cc1NS(=O)(=O)c1ccc(F)cc1 (stereo not given)
 : -6	-5	7	10	·	0.4	1	-3	-1.1
Cc1ccc(S(=O)(=O)NCCSCc2ccco2)cc1
 : -4	1	-23	-7	·	-0.1	-4	0	-0.9
Cc1cc(OCC(=O)NCCc2cccc(F)c2)c2c(C)cc(=O)oc2c1
 : -5	6	11	-2	-3.1	1.1	-2	25	-2.4
COc1cccc(N2CC(O)=C(c3nc4ccccc4s3)C2=N)c1
 : 92*	9	0	-8	-2.0	2.5	-1	3	0.6
CC(=O)Nc1ccc(N=Cc2c(O)ccc3ccccc23)cc1
 : 8	11	-136	-3	-2.4	1.4	?	-3	0.6
COc1ccc(/C=C2/C(=N)N3N=C(CC(=O)N4CCCC4)SC3=NC2=O)cc1OC
 : 1	3	0	-9	-0.6	1.1	2	1	-4.2
Cc1ccc2c(c1)CC1(CN2C)C(=O)NC(=O)N(c2cccc(C)c2C)C1=O (stereo not given)
 : 4	11	7	1	·	0.4	-7	3	-0.1
CCOC1(C(F)(F)F)NC(=O)N(Cc2ccc(OC)cc2)C1=O (stereo not given)
 : -5	-13	3	-4	·	1.2	0	-3	-4.6
O=C(Cn1c(NCCCO)nc2ccccc21)c1ccc(Cl)cc1Cl
 : 1	2	7	-1	2.0	2.3	-6	-1	0.1
O=C(NCc1cccc(Cl)c1)c1ccncc1
 : 6	6	-5	0	-4.2	-0.8	-1	2	-0.9
O=C(O)CCC(=O)N1CCN(S(=O)(=O)c2cccs2)CC1
 : -4	4	0	6	-1.4	-0.5	-10	3	-1.5
C[C@H]1CN=C(N(C)C)N1CCCC1CCCCC1
 : 3	7	3	-8	-1.0	1.0	-10	3	-0.2
CCO[C@H]1OC(C(=O)N2CCN(Cc3ccc4c(c3)OCO4)CC2)=C[C@@H](c2csc3ccccc23)[C@@H]1CCCO
 : 8	7	5	1	0.5&0.3	-2.9	-8	1	-3.4
O=C(c1cc2n(n1)C(C(F)(F)F)CC(c1ccc(F)cc1)N2)N1CCCC1 (stereo not given)
 : 1	-6	-4	-9	1.7	0.7	-12	-3	-2.6
CN=C(Nc1cc(C)nn1CCC#N)c1ccccc1F
 : 4	-5	2	9	-0.9	-0.7	-9	-2	-2.7
Cc1nc(-c2ccc(-n3nncc3-c3ccco3)cc2)cs1
 : 6	5	6	5	0.2	0.7	-12	3	-2.4
O=[N+]([O-])c1ccc(S(=O)(=O)Nc2ccc(-c3ccc(N4CCOCC4)nn3)cc2)cc1
 : -22	14	-6	-6	·	·	-2	4	-0.5
C/C(N)=C(/C#N)C(=O)CSc1nc2ccccc2[nH]1
 : -5	21	2	5	·	0.3	0	5	-1.2
Cc1cc(/C=C2\C(=N)N3N=C(CC(=O)N4CCOCC4)SC3=NC2=O)c(C)n1-c1ccccc1
 : -12	34*	-4	-7	1.7	0.5	1	1	-3.5
CCn1cc(C(=O)NCCCN2CCCC2)c(=O)c2cc(S(=O)(=O)N3CCc4ccccc4C3)ccc21
 : -8	3	22	-3	·	-2.3	-6	1	-4.1
CCOC(=O)C1CCN(S(=O)(=O)c2c(Cl)ccc3nonc23)CC1
 : -22	0	·	-5	3.0	-0.7	5	0	-2.9
COc1ccc(C2NC(=O)NC(C)=C2C(=O)OC2CCC(C)CC2)cc1 (stereo not given)
 : 0	6	3	·	-0.7	-0.8	-22	-1	-3.0
O=C(Cn1cccc1C(=O)c1ccccc1)NCc1cccnc1
 : 0	-10	-1	0	·	0.6	-5	1	-3.7
CC(C)[C@H](N)C(=O)NC[C@H]1CC[C@H](C(=O)N[C@@H](Cc2ccccc2)C(=O)O)CC1
 : -3	3	5	-3	0.2	1.7	-22	0	-0.5
COc1ccccc1NC(=O)CC(NCc1ccccc1)C(=O)O (stereo not given)
 : -6	5	-4	0	-0.8	-1.0	9	-3	-0.9
CCC(C)NC(=S)NNC(=O)c1ccncc1 (stereo not given)
 : 2	15	10	-2	·	0.1	-3	-1	0.0

The list continues:
Below each SMILES: PrPC surface inh	GDH-TPI counter	MazEF act	Rv3671c inh	BioA inh	Mtb UGM inh	BoNT F protease	Mtb FBA inh	FadD28 FP inh
CC(=O)c1ccc(NC(=O)CCNS(=O)(=O)c2cccc3nonc23)cc1
 : -13	3	4	6	0.9	1.4	-6	1	-0.9
CC(C)(C)NS(=O)(=O)c1ccc(NC(=S)NC(=O)C2CC2)cc1
 : 1	1	1	6	0.6	2.5	9	4	1.7
COc1ccccc1CNC(=O)C1CC2Cn3c(nc4cc(C)c(C)cc43)C2N1C (stereo not given)
 : 7	9	-6	-3	0.9	-1.3	-9	6	0.8
O=C(/C=C/c1ccccc1)NCCSCc1ccc(Cl)cc1
 : 3	6	-4	-1	-0.5	-2.4	0	0	-2.1
CC(C)(C)c1ccc(S(=O)(=O)NC(=O)C2(C)CCN2C(=O)Cc2ccc(-c3ccccc3)cc2)cc1 (stereo not given)
 : 1	12	·	·	8.0	·	4	2	-7.0
CC(Oc1ccccc1F)c1nnc(SCC(=O)NCc2ccc3c(c2)OCO3)o1 (stereo not given)
 : 9	1	5	-2	·	0.5	-4	-1	0.4
CCOC(=O)C1=C[C@@H](CC)N(S(=O)(=O)c2ccc(C)cc2)[C@H]1c1ccccc1
 : 0	·	·	·	1.7	·	6	3	0.5
CCc1ccc(-c2nc(CN3CCC(C(=O)NCCc4ccc(OC)c(OC)c4)CC3)c(C)o2)cc1
 : -12	-6	-3	1	-0.7	-1.8	-15	3	-1.3
CCOc1cc(CN2CCCCCC2)ccc1OC
 : -2	11	-9	13	-0.4	-1.3	-6	0	-2.6
Cc1ccc(NC(=O)c2sc3ccccc3c2Cl)nc1
 : -2	5	12	-6	-0.2	-1.5	1	1	-0.7
COc1cc(C(=O)NNC(=O)CNC(=O)C2CCCCC2)ccc1OC(C)C
 : -8	14	6	-1	-1.1	5.6	0	1	-0.8
O=c1c2ccccc2[nH]c(=S)n1CCCN1CCN(c2ccccc2F)CC1
 : 2	4	-9	-10	0.8	0.6	-19	2	·

Compound activity (PubChem BioAssay)
